Source: PubChem BioAssay
DNMT1 inh = blocks human DNA methyltransferase DNMT1 | P26358 | DNMT1 molecular beacon, Hinp1I cleavage, fluorescence | inhibition (reported as % activation of signal), % at 10 µM | actives 0.83% (n = 360,000); in the data active = inhibition above about 50%
LMPTP block = blocks human LMPTP phosphatase; P24666; recombinant LMPTP-A, OMFP fluorogenic substrate, fluorescence intensity; inhibition, % at 20 µM; actives 0.22% (n = 360,000);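 active = compounds that cut the enzyme signal by at least half of the control window in the single-dose screen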;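 note: plate controls were DMSO wells with enzyme plus substrate for no effect and substrate without enzyme for full effect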
Target sequence (P24666 whole entry, looked up): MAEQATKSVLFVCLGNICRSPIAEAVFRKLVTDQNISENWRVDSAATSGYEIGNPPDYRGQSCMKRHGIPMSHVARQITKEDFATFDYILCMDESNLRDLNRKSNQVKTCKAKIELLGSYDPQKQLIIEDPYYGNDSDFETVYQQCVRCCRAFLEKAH
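Assay system: LMPTP-A phosphatase enzyme | Input: 0.625 nM enzyme | Also added: Fluorogenic phosphatase substrate OMFP at 400 µM final | Compound dosing: One test concentration per compound, 20 µM, with 3% DMSO overall | Schedule: 50 min enzyme reaction at room temperature, protected from light | Signal: Fluorescence intensity | Benchmarks: no-enzyme and uninhibited controls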
SUMO1 PPI mod = modulators of human SUMO1-mediated protein-protein interactions. inhibition, % at 20 µM. actives 0.33% (n = 360,000). P63165. SUMO1 binding to a labelled peptide, TR-FRET, 1 h; in the data active = inhibition above about 37%
Target sequence (P63165 whole entry, looked up): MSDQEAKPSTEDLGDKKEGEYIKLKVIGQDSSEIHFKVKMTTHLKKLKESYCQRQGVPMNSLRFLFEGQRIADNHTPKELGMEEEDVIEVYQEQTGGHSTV
STEP block = STEP (human) phosphatase inhibition | inhibition, % at 20 µM | recombinant STEP, OMFP fluorogenic substrate, fluorescence | actives 0.25% (n = 360,000) | P54829;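 active = inhibition at 20 µM, scaled per plate between control wells, above about 37%, limit read from the data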;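 note: 0% = DMSO with enzyme and substrate and 100% = substrate only without enzyme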
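Test system: STEP tyrosine phosphatase / Reagent: OMFP at 25 µM / Doses: 20 µM, 1% DMSO / Read-out: percent inhibition scaled to no-enzyme and uninhibited-enzyme controls, plate-pattern corrected / Detection: FITC-channel fluorescence of OMFP product / Medium: Bis-Tris buffer pH 6.0, 2.5 mM DTT, 0.005% Tween 20 / Schedule: 20 min at room temperature, dark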
NadD inh = blocks S. aureus nicotinate mononucleotide adenylyltransferase; inhibition, % at 20 µM; actives 0.78% (n = 360,000); purified NadD enzyme, colorimetric absorbance read-out; in the data active = inhibition above about 26%; note: some compounds past the cut are filed as inactive
Tb MetRS inh = blocks T. brucei methionyl-tRNA synthetase activity; actives 0.4% (n = 360,000); inhibition, % at 11.9 µM; AID 624268; purified T. brucei MetRS, ATP depletion, Kinase-Glo luminescence;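 active = inhibition above a per-plate cutoff of the control wells' mean inhibition plus 3 SD, cut at about 5.5% in these data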;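 note: 0% = DMSO wells median and 100% = median of wells with control inhibitor compound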
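Test system: purified T. brucei MetRS enzyme. Also added: ATP, methionine and E. coli bulk tRNA substrates. Compound: 11.9 µM single point. Schedule: 15 min enzyme-compound preincubation, 2 h reaction, 10 min detection, 25 °C. Signal: luciferase luminescence of residual ATP, Kinase-Glo. Evaluation: percent inhibition versus plate control medians. Controls: DMSO wells, low control.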
MLLE-PAM2 inh = blocks PAM2 peptide binding to the PABP1 MLLE domain | P11940 | GST-MLLE / FITC-PAM2 fluorescence polarization | inhibition, % at 20 µM | AID 588489 | actives 0.36% (n = 360,000); in the data active = inhibition above about 35%, passing the limit was not always enough;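 note: plate controls were DMSO wells with GST-MLLE for no effect and wells lacking GST-MLLE protein for full effect; some results filed as inactive read as strong as hits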
Scp1 inh = inhibitors of human Scp-1 phosphatase. inhibition, % at 20 µM. actives 0.88% (n = 340,000). Recombinant Scp1, phosphopeptide, malachite green phosphate absorbance. AID 493091;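 active = inhibition above about 50% at 20 µM, limit read from the data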;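 note: plate controls were DMSO wells with enzyme for no effect and wells lacking enzyme for full effect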
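System: SCP-1 catalytic domain; Reagent: Phospho 17-mer peptide substrate; Doses: one concentration, 20 µM, with 1.0% DMSO; Incubation: 45 min room-temperature reaction, 5 min colour, 30 min stabiliser; Signal: Phosphate-binding colour reagent, absorbance read at 630 nm.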
Rpn11 inh = blocks the human proteasome subunit Rpn11 | O00487 | human 26S proteasome, Ub4-pepOG fluorescence polarization; 20S core pre-blocked with epoxomicin | calls only at 20 µM | actives 0.59% (n = 360,000) | AID 588493;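 active = inhibition at 20 µM, scaled to each plate's controls, above about 33%, limit read from the data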
Target sequence (O00487 whole entry, looked up): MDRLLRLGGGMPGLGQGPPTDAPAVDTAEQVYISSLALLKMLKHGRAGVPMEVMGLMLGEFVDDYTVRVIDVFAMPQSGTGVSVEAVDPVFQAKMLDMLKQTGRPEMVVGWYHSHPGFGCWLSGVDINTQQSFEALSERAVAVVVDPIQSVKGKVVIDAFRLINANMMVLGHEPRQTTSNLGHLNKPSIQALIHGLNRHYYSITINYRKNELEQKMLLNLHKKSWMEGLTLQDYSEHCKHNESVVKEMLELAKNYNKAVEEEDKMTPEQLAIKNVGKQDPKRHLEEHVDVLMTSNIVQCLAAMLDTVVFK
CSN inh = CSN deneddylation inhibition; Purified CSN, SCF-Nedd8-OG deneddylation, fluorescence polarization; inhibition, % at 12.5 µM; actives 0.38% (n = 360,000);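 active = pattern-corrected inhibition above about 35%, with an unprinted fluorescence ratio check between 0.5 and 1.5, limit read from the data, passing the limit was not always enough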;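 note: 0% = enzyme with substrate and 100% = substrate without enzyme; some results filed as inactive read as strong as hits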
Target sequence (Q92905 whole entry, looked up, one chain of several): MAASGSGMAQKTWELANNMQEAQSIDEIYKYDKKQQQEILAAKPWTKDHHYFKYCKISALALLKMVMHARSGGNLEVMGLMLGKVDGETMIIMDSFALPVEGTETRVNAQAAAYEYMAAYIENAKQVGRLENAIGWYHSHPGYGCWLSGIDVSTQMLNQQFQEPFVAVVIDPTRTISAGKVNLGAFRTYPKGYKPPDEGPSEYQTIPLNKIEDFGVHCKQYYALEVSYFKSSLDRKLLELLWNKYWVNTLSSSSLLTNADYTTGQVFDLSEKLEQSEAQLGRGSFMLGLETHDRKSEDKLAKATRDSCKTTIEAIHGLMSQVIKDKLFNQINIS
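Assay system: purified human Csn5 enzyme expressed in HEK293T cells; measure: % inhibition; also added: SCFSkp2-Nedd8OG substrate at 10 nM final; technique: fluorescence polarization; times: reaction 90 min, room temperature; medium: Tris buffer pH 7.5, NaCl, DTT, Tween-20, trehalose, ovalbumin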
The depositor's hits bear a star; i = inactive; / = no result given.

DNMT1 inh,LMPTP block,SUMO1 PPI mod,STEP block,NadD inh,Tb MetRS inh,MLLE-PAM2 inh,Scp1 inh,Rpn11 inh,CSN inh,molecule
-2,-2.7,-13,-4,2,0.0,-3,-7,i,-1,COCc1cc(C)c2c(N)c(C#N)sc2n1
-1,-2.3,5,-2,-11,0.0,10,-7,i,-3,CC1CC(C(O)c2ccccn2)C(=O)C(C(O)c2ccccn2)C1 (stereo not drawn)
0,-7.8,0,1,-11,-0.8,-5,-3,i,-3,Cc1ccc(OCCOCCN2CCN(C)CC2)c(C(C)(C)C)c1
2,-1.9,1,2,1,-0.6,-5,-2,i,-11,CCOc1ncccc1C(=O)N(C)CC(=O)Nc1ccc(F)cc1
3,0.0,2,-3,5,-0.3,-5,-2,i,3,O=C(CN1CCN(c2ccccn2)CC1)Nc1ccccc1
2,-2.5,-1,-3,-8,-0.5,2,-11,i,1,CSc1ccccc1NC(=O)c1cc(-c2cccs2)on1
0,0.4,1,3,-4,-1.0,-10,-15,i,-1,Cc1ccc(NC(=O)N2CCc3ccccc32)cc1C
2,1.4,0,0,-4,0.3,-3,-11,i,0,CC(Sc1nnc(C(F)(F)F)n1C)C(=O)Nc1ccc(S(N)(=O)=O)cc1 (stereo not drawn)
2,-0.5,0,-3,5,-0.4,9,-5,i,-1,OCC(O)/C=N/Nc1nc2ccccc2s1 (stereo not drawn)
-3,-0.1,-18,4,-10,-0.9,-1,9,i,-2,Cc1cc(C)c(N=C2C(=O)Nc3ccccc32)c(C)c1
-2,-2.2,-5,-2,-9,-0.1,0,0,i,2,CCC(C)[C@H](N)c1nnc(SCC(=O)c2ccc(Cl)cc2)o1 (stereo partly drawn)
3,-0.7,2,-1,-5,0.4,-53,/,i,-1,CC(C)N1CCC(C)(C(=O)Nc2cccc(Oc3ccccc3)c2)C1 (stereo not drawn)
-31,6.2,8,-4,-3,0.5,-2,-4,i,2,CC[C@]12c3[nH]c4ccc(Cl)cc4c3CCN1C(=O)[C@@H](CC(=O)NC/C=C(\C)CCC=C(C)C)C[C@@H]2C(=O)N1CCN(C(=O)C2CC2)CC1
-4,2.6,6,48*,-1,-0.5,-5,0,i,4,COc1ccc(N2C(=O)CSC23C(=O)Nc2ccccc23)cc1OC (stereo not drawn)
0,-0.2,-9,0,-6,-0.4,-13,-5,i,-20,O=C(O)COc1ccc(/C=N/n2cnc3scc(-c4cccs4)c3c2=O)cc1
0,-1.0,2,-2,-8,-1.3,-23,-2,i,2,CC(C)c1cc(=O)n2c(nc3ccccc32)[nH]1
3,4.3,-67,1,3,-0.6,4,/,i,1,CNc1cc(-c2ccc(CC#N)cc2)ncn1
-3,-1.0,-4,1,-1,-1.0,19,-9,i,1,NC(=O)C1c2ccccc2CSc2ccccc21 (stereo not drawn)
4,-1.8,0,1,-1,-0.2,4,-2,i,-4,Cc1ccc(C(=O)Nc2ccn(C)n2)cc1
1,2.8,6,3,2,0.1,5,-3,i,-4,CSc1ccc(CNc2ccc(C)c(C)c2)cc1
-2,-2.9,2,-1,-3,-0.5,7,-15,i,5,COc1ccc(N(C(=O)c2ccco2)C(C(=O)NC2CCCC2)c2ccc(N(C)C)cc2)cc1OC (stereo not drawn)
0,1.6,-3,-2,-2,-0.1,1,-10,i,5,CN=c1scc(-c2ccc(Br)cc2)n1C
-1,-1.7,-4,1,5,-0.6,18,12,i,1,Cc1ccc(C)c(N(C(=O)c2csnn2)C(C(=O)NC2CCCC2)c2cccnc2)c1 (stereo not drawn)
1,0.2,-9,0,-8,-0.8,4,-7,i,4,CCCCC(C(=O)NC1CCCC1)N(Cc1ccccc1)C(=O)c1snc(C(N)=O)c1N (stereo not drawn)
5,2.5,0,2,-3,0.2,10,-9,i,6,COC(=O)c1c(-c2ccc(OC)cc2)sc2ccc(OC)cc12
-4,0.8,2,-2,8,69*,9,2,i,1,O=C(NCc1nc2ccccc2[nH]1)C1=C[C@H](c2ccc3c(c2)OCO3)C[C@H](OCCCCO)O1
13,-0.3,1,0,7,-0.1,-4,-9,i,6,COc1ccc(N2CCN(Cc3cc(=O)oc4cc(C)c(Cl)c(C)c34)CC2)cc1
-4,0.8,7,0,3,0.0,-12,-6,i,-4,Cc1ccc(NC(=O)CCc2nnc3ccc(NCc4ccco4)nn23)cc1
2,-1.8,4,-1,1,-1.2,-8,3,i,1,Cc1ccc(OCC(O)CN2C(=O)NC(C)(C)C2=O)c(C)c1 (stereo not drawn)
1,-0.5,2,14,-6,-0.5,14,4,i,5,COc1cccc(NC(=S)N(CCc2ccc(OC)c(OC)c2)Cc2ccccn2)c1
8,-2.8,-12,0,2,-0.5,-72,7,i,-3,O=C(NCc1n[nH]c(=S)n1-c1ccc([N+](=O)[O-])cc1)c1ccc(S(=O)(=O)N2CCOCC2)cc1
-4,2.2,-29,0,6,0.1,-5,-3,i,1,O=[N+]([O-])c1cc(/C=N/O)ccc1N1CCCC1
4,1.1,-1,0,-1,-0.3,-18,-6,i,2,FC(F)(F)c1ccc(Oc2ccc3cc(Br)ccc3c2)nc1
3,-1.4,4,-2,-6,0.5,2,-17,i,-1,O=C(c1ccc(Br)cc1)N1CCN(c2ncccn2)CC1
2,-1.2,-2,-2,-2,0.0,-10,-3,i,2,COc1ccc(C(=O)NC2CCN(C(=O)NC3CCCCC3)CC2)cc1
-2,-0.8,3,1,-1,-0.2,4,-12,i,-5,CCOC(=O)C1CCN(C(=O)CC(NS(=O)(=O)c2ccc(OC)cc2)C(C)C)CC1 (stereo not drawn)
-1,-2.3,0,0,-6,0.6,12,/,i,-2,CC1(C(=O)NS(=O)(=O)c2ccccc2Cl)CCN1C(=O)Cc1cccc2ccccc12 (stereo not drawn)
-2,0.1,4,1,-7,0.4,-3,40,i,-5,O=C(NNC(=O)c1cc2ccccc2o1)c1ccc(Cl)cc1
4,0.5,2,-3,1,-1.1,-16,-7,i,0,CCN(CC)C(=O)C(C)N(C#N)c1nc(NC(C)C)nc(NC(C)C)n1 (stereo not drawn)
2,0.9,0,1,-4,-0.4,-30,3,i,0,Oc1ccc(Cl)cc1C=NN1CCCCCC1
2,0.0,-5,-2,-5,-0.8,-1,-2,i,4,CCOc1ccc(S(=O)(=O)NCc2ccc3c(c2)OCO3)cc1NC(C)=O
6,3.5,0,5,0,-0.2,16,-10,i,6,CC(C)Oc1cccc(C(=O)NC(=S)Nc2cccc(C(F)(F)F)c2)c1
-1,-2.7,0,1,-3,-0.3,1,1,i,-2,O=C(CSc1ncn[nH]1)N1CCOCC1
3,-0.2,12,3,-1,0.0,3,-3,i,-2,Cc1cccc(NC(=O)C2CCN(c3ncnc4c3nc3n4CCCCC3)CC2)n1
-1,-1.5,0,0,-2,0.7,11,-1,i,3,Fc1ccccc1-n1cc(-c2ccccc2)[nH]c1=S
8,1.1,1,-51,10,-0.7,i,-3,/,-70,CC(C)CC1=NN2C(=N)/C(=C\c3coc4ccccc4c3=O)C(=O)N=C2S1
-15,-1.4,-1,-2,-5,-0.1,0,-7,i,-2,CC(C)(C)c1[nH]nc2c1C(Cc1ccccc1)C(C#N)=C(N)O2 (stereo not drawn)
1,-1.0,0,-2,-10,-1.3,-2,/,i,0,O=C(Cc1cccc2c(=O)cc(-c3ccccc3)oc12)OCCN1CCOCC1
4,-0.7,-7,-3,-6,-0.1,-11,0,i,4,CC(C)c1cccc(C(C)C)c1NC(=O)Cn1c(=O)cnc2ccccc21
3,0.2,-2,0,2,-1.8,-7,3,i,-6,COc1ccc(C(=O)NC(NC(=O)c2ccc(OC)cc2)c2ccccc2F)cc1
-1,-1.4,-1,0,4,-1.8,-12,3,i,-3,CCCn1nc(C(=O)NCCN2CCOCC2)c2ccccc2c1=O
-2,-1.4,-3,7,-18,0.1,12,-8,i,-4,S=C(c1ccc2c(c1)OCO2)N1CCCCCC1
0,-0.6,2,4,-3,0.2,-8,10,i,-2,COc1ccc(C(=O)N2CCCCC2)cc1S(=O)(=O)Nc1ccccc1
-17,0.9,3,0,-2,-0.1,1,-8,i,3,COc1ccc(N=Cc2cccc(C)c2O)cc1Cl
-2,0.2,-2,-9,1,-1.7,2,3,i,5,CC(C)=CCCC1=CCC(/C=N/NC(N)=O)C(C)C1 (stereo not drawn)
-9,3.9,-2,2,-5,0.3,0,-12,i,-6,CCN(CC)S(=O)(=O)c1ccc(OC)c(NC(=O)CSc2cc(Cl)ccc2Cl)c1
-5,1.4,-9,-2,10,-0.1,-14,-6,i,-6,O=c1[nH]c2ccccc2nc1/C=C/c1ccccc1
0,-0.2,2,-2,-5,1.1,4,-12,i,-7,CC1(CC(=O)N/N=C/c2ccc(OCc3ccc(Cl)cc3Cl)cc2)OCCCO1
-3,-0.6,6,1,0,-0.2,8,7,i,2,COc1ccc(CCNC(=O)C2CC(=O)N(c3ccc(C)cc3)C2)cc1 (stereo not drawn)

Among those listed so far, five contain two or more sulfur atoms:
DNMT1 inh,LMPTP block,SUMO1 PPI mod,STEP block,NadD inh,Tb MetRS inh,MLLE-PAM2 inh,Scp1 inh,Rpn11 inh,CSN inh,molecule
2,-2.5,-1,-3,-8,-0.5,2,-11,i,1,CSc1ccccc1NC(=O)c1cc(-c2cccs2)on1
2,1.4,0,0,-4,0.3,-3,-11,i,0,CC(Sc1nnc(C(F)(F)F)n1C)C(=O)Nc1ccc(S(N)(=O)=O)cc1 (stereo not drawn)
0,-0.2,-9,0,-6,-0.4,-13,-5,i,-20,O=C(O)COc1ccc(/C=N/n2cnc3scc(-c4cccs4)c3c2=O)cc1
8,-2.8,-12,0,2,-0.5,-72,7,i,-3,O=C(NCc1n[nH]c(=S)n1-c1ccc([N+](=O)[O-])cc1)c1ccc(S(=O)(=O)N2CCOCC2)cc1
-9,3.9,-2,2,-5,0.3,0,-12,i,-6,CCN(CC)S(=O)(=O)c1ccc(OC)c(NC(=O)CSc2cc(Cl)ccc2Cl)c1

No enrichment for hits; overall some 3.6% were active at least once.
